# Screening data from PubChem BioAssay.
# TDP-43 yeast inh: qHTS of TDP-43 Inhibitors; TDP-43 expressing yeast growth rescue, BacTiter-Glo, 24 h; Potency, µM (titrated, usually from 46.1 µM), inactives show top-dose growth rescue (activation), actives largely listed as activators; 1.8% of 410,000 active; AID 652104, 2013; also: potency is read from the fitted curve at half-maximal effect; % of control where 0% means no effect; nearly all actives have a fitted effect of over 50% in size
#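 Readout is BacTiter-Glo luminescence of cell growth, so inhibitors register as activators. TDP-43-expressing yeast at OD600=0.02 in galactose medium, after raffinose pregrowth to mid-log, were incubated with compound for 24 hr at 30 deg C.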
# DRD3 agonist: qHTS of D3 Dopamine Receptor Agonist: qHTS; D3R DiscoveRx beta-arrestin cells, luminescence, 90 min; max activation, %; 0.58% of 410,000 active; AID 652048, 2013; in the data active = max activation above about 30%; also: 0% is about no effect; mostly tested at two doses, the higher about 12 µM
# Target sequence (P35462 whole entry, looked up): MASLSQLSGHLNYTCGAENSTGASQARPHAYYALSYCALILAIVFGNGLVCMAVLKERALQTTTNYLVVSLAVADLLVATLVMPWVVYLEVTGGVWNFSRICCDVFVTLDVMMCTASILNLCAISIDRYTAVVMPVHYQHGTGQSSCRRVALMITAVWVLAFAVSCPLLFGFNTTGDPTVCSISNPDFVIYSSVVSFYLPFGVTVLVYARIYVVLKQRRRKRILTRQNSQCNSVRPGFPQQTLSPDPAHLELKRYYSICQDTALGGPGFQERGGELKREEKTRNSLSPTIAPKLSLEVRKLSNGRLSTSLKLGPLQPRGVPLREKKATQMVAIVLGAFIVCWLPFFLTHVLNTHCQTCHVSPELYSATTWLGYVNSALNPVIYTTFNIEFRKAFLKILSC
#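 Cells at 1500/well, incubated overnight, then treated with pinned compounds (dopamine as control) for 90 min at 37 degrees C. DiscoveRx reagent added for 30 - 60 minutes at room temperature; luminescence read.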
# GLP1R cytotox: qHTS of GLP-1 Receptor Inverse Agonists: Cytotox Screen. HEK293 cAMP-luciferase reporter cells, luminescence, 24 h. Potency, µM (doses to about 38.3 µM), inactives show at the highest dose activity change, negative = inhibition, actives largely listed as inhibitors. 0.13% of 410,000 active;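 also: loss of luciferase light is scored as toxicity; potency is read from the fitted curve at half-maximal effect; % is scaled to controls: 0 for no effect and ±100 for the full control effect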
#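 Step one: seed cells (200 cells/uL, DMEM with 10% Nu serum, 1% pen-strep). Step two: 12-hour incubation at 37 deg C. Step three: pin 23 nL compound, incubate 24 hr. Step four: add luciferase reagent, read luminescence 12 min later.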
# GLP1R ag: qHTS of GLP-1 Receptor Agonists | AID 624172, 2012 | Potency, µM (top dose mostly 45.6 µM), inactives show at the top dose activation, usual class: activators | 0.007% of 380,000 active | HEK293 GLP-1R CRE-luciferase, luminescence, 4-6 h; cells express a hypersensitive GLP-1R form; also: potency is read from the fitted curve at half-maximal effect; % of control where 0% means no effect
# GLP1R inv ag: qHTS of GLP-1 Receptor Inverse Agonists (Inhibition Mode); Glucagon-like peptide 1 receptor (Homo sapiens), P43220; HEK293 GLP-1R CRE-luciferase, luminescence, 24 h; GLP-1R form is constitutively active; Potency, µM (highest dose often 38.3 µM), inactives show at the top dose activity change, negative = inhibition, actives largely listed as inhibitors; 1.6% of 410,000 active; AID 624417, 2012; also: potency is read from the fitted curve at half-maximal effect; % is scaled to controls: 0 for no effect and ±100 for the full control effect; nearly all actives have a fitted effect of over 55% in size
#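 qHTS in 1536-well format: reporter HEK293 cells expressing constitutive GLP-1R activity in DMEM + 10% Nu serum, 24 hr with compounds at 37 deg C, luminescence read after 12 min with detection reagent.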
# D3 antag: qHTS of D3 Dopamine Receptor Antagonist: qHTS | max response, negative = inhibition, % | 2.5% of 360,000 active | D3R cells, DiscoveRx beta-arrestin luminescence, antagonist mode; active compounds read low; in the data active = max response below about -50%; inconclusive = no clear call, values can overlap the other calls; also: % is scaled to controls: 0 for no effect and ±100 for the full control effect; mostly tested at two doses, the higher about 12 µM
#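 Cells expressing the human receptor were seeded at 1500 cells/well, incubated overnight at 37 degrees C in 5% CO2, then exposed to library compounds with dopamine controls for 90 minutes at 37 degrees C before luminescent detection.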
# aSyn rescue: qHTS of alpha-syn Inhibitors; Yeast expressing alpha-synuclein, growth rescue, BacTiter-Glo, 24 h; Potency, µM (top dose mostly 46.1 µM), without a hit: at the top dose growth rescue (activation), most hits filed as activators; 0.14% of 370,000 active; also: potency is read from the fitted curve at half-maximal effect; % of control where 0% means no effect; nearly all actives have a fitted effect of over 65% in size
#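 Readout is rescue of growth in alpha-synuclein-expressing yeast, so inhibitors of toxicity appear as activators. Growth after 24 hr at 30 deg C in galactose medium is quantified by luminescence.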
# KB-V1 cytotox: qHTS assay for MDR1-selective chemotherapeutics: Primary screen using the drug-selected MDR subline cells KB-V1 | KB-V1 MDR cells viability, CellTiter-Glo, 72 h | Potency, µM (top dose mostly 46.1 µM), for the others: at the highest dose activity change, negative = cytotoxicity, actives largely listed as cytotoxic | 3.4% of 400,000 active; also: potency is read from the fitted curve at half-maximal effect; % is scaled to controls: 0 for no effect and ±100 for the full control effect; nearly all actives have a fitted effect of over 60% in size
#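 KB-V1 MDR subline cells in DMEM (phenol-red free, 10% FBS) exposed to compounds in qHTS concentration series for 72 h at 37 degrees C. Viability read by CellTiter-Glo luminescence; concentration-effect curves fitted after normalization and correction.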
# PTHR1 agonist: qHTS for PTHR1 Agonists: Primary Screen; Potency, µM (titrated, usually from 115 µM), without a hit: at the highest dose activation, actives largely listed as activators; AID 743266, 2014; Parathyroid hormone/parathyroid hormone-related peptide receptor (Homo sapiens), Q03431; HEK293 GP2 PTHR1 cells, GloSensor cAMP luminescence, 1 h; 0.075% of 410,000 active; also: potency is read from the fitted curve at half-maximal effect; nearly all actives have a fitted effect of over 55% in size; some results filed as inactive show a strong effect at the top dose; inactives centre near -15; many of its hits are not listed in these tables
# Target sequence (Q03431 whole entry, looked up): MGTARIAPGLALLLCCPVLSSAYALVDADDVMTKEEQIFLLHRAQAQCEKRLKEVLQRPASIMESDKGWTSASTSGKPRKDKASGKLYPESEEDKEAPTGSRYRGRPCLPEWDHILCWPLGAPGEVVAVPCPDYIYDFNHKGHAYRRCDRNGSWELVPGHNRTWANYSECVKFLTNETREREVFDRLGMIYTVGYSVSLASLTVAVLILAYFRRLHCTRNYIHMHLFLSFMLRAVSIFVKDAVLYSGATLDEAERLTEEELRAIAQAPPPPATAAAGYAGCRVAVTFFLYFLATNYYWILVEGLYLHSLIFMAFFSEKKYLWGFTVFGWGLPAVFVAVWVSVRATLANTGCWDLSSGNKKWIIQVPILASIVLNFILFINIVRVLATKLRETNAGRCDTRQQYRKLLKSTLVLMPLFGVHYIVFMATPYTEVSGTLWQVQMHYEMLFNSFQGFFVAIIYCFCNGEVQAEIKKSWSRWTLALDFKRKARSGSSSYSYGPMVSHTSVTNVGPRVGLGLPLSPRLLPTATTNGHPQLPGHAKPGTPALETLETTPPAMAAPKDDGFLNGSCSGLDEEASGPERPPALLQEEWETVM
#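 HEK-293-derived GP2 cells expressing PTHR1 and a GloSensor cAMP reporter, 3,000/well, plated overnight, given luciferin plus IBMX (each 0.5 mM as added) for 1 h at 37 °C, then compound for 1 h at 37 °C. Luminescence was read after 15 min at room temperature.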
# * = called active by the depositor; i = inactive; ? = inconclusive; . = not tested or not shown; [ ] = another dose, or the depositor's remark. Unless noted, calls follow the shape of the dose curve; as a rule, active = well fitted curve in the direction sought with a large enough effect; inconclusive = small, poorly fitted or top-dose-only effect, or another doubt; inactive = no such curve, though single readings can be large; an effect the other way counts as inactive or inconclusive.
SMILES,TDP-43 yeast inh,DRD3 agonist,GLP1R cytotox,GLP1R ag,GLP1R inv ag,D3 antag,aSyn rescue,KB-V1 cytotox,PTHR1 agonist
COc1cc(OC)cc(-c2n[nH]c(=S)n2-c2ccc3c(c2)OCO3)c1,29.3%,-2.2,-12.1%,0.3%,16.3%,3.4,0.8%,?,i
Cc1cc(SCC(=O)NC(=O)NCc2ccco2)nc2ccccc12,?,-6.0,-11.3%,9.2%,0.8%,-9.8,-0.8%,?,-40.2%[inhibitor]
COc1ccc([N+](=O)[O-])cc1NC1CCN(C(=O)c2cccs2)CC1,-9.8%,-1.5,-15.9%,-3.8%,?,-5.1,2.2%,-5.8%,-13.6%
COc1ncccc1-c1cc2nc(NCCNC(C)=O)n(C)c(=O)c2s1,12.4%,-1.2,0.3%,19.6%,10.7%,-6.5,-7.4%,0.5%,3.1%
O=c1ccc(-c2ccc(S(=O)(=O)Nc3ccccc3)o2)n[nH]1,-11.0%,0.5,0.6%,-5.6%,33.1%[activator],-11.3,-1.5%,0.0%,-15.6%
O=C(O)c1ccc(NS(=O)(=O)c2cccc3cccnc23)cc1,19.8%,-2.1,-26.3%,-0.6%,7.0%,43.4,2.2%,?,i
Cc1ccccc1C(=O)N1CCN(c2ccc(NC(=O)c3ccco3)cc2)CC1,24.6%,-3.9,0.3%,5.2%,8.2%,4.7,11.0%,-3.7%,i
CCc1ccccc1NC(=O)C1CCCN1C(=O)NCc1ccccc1 (stereo not drawn),16.3%,0.9,-0.3%,6.3%,-4.4%,10.0,-1.0%,-14.4%,i
CCOC(=O)N1CCN(S(=O)(=O)c2cc(Br)cc3c2N(C(C)=O)C(C)C3)CC1 (stereo not drawn),12.5%,0.0,-27.0%,4.6%,-23.2%,15.5,1.1%,3.7%,-9.3%[57.5 µM]
CCc1nnc(NS(=O)(=O)c2ccc(NC(=O)c3cc(Cl)ccc3Cl)cc2)s1,-11.9%,4.5,-10.9%,-0.2%,-11.9%,9.7,-1.3%,28.5%,-6.9%
CCc1cccc(NC(=O)CCS(=O)(=O)c2ccc(Br)cc2)c1,18.7%,-2.1,-9.4%,0.3%,?,6.5,5.4%,16.5%,-9.1%
COc1ccc(CCCC(=O)Nc2ccccc2F)cc1,0.0%,-1.0,-3.1%,2.3%,9.2%,-15.6,-14.9%,?,i
Cc1ccc(C(=O)N2CCN(c3ccccc3)CC2)cc1C,27.9%,11.5,-17.3%,1.0%,-0.5%,3.7,13.1%,11.0%,i
CCOc1ccc(-c2nnc(SCc3nnc(-c4ccccc4)o3)n2-c2ccccc2F)cc1,0.0%,3.6,-7.8%,1.0%,-6.8%,3.5,4.3%,0.0%,-2.2%[57.5 µM]
COc1cccc(N2C(N)=NC(N)=NC2(C)C)c1,8.3%,3.4,-2.8%,-19.3%,-7.6%,5.3,-14.5%,22.6%,i
CCN(CC)CCCn1c(C)cc2c(c1=O)C(c1cc(OC)c(OC)cc1OC)C(C#N)=C(N)O2 (stereo not drawn),-8.4%,9.1,-20.2%,-7.6%,-0.8%,23.7,0.0%,?,i
O=C(CN1CCCCC1)N/N=C/c1ccc(Cl)cc1,-1.6%,7.0,17.7%,15.2%,-13.2%,1.7,2.3%,-1.3%,i
COCCC(=O)N1CCC(Oc2ccc(C(=O)NCCc3ccccn3)cc2)CC1,-19.2%,-0.9,0.0%,2.7%,-13.8%,10.4,-1.0%,-0.1%,?
O=C(CSc1nnc(-c2ccccc2)o1)NC1CCS(=O)(=O)C1 (stereo not drawn),5.2%,4.3,14.8%,-1.9%,6.8%,-10.9,-1.2%,0.0%,-17.3%
CN(Cc1cnn(C)c1)C(=O)C1CCC(=O)N(Cc2ccc(Cl)cc2)C1 (stereo not drawn),18.7%,-0.1,3.0%,-13.1%,7.8%,-6.7,0.5%,21.8%,i
O=C(NCc1ccccc1)c1[nH]c(C(F)(F)F)nc1-c1ccccc1,13.3%,65.1*,-9.6%,-0.8%,5.1%,-24.3,-1.2%,-13.3%,-15.0%
O=C(Nc1ccccc1Cl)C1CC(=O)N(c2ccccc2)C1 (stereo not drawn),10.9%,-2.5,2.6%,5.4%,-4.2%,-2.1,0.0%,-25.6%,-8.0%
CN(C)c1ccc(NC(=S)c2ccccn2)cc1,5.6%,-4.2,-27.0%,-15.8%,5.62µM*,-14.8,-19.7%,?,-24.2%
C=CCn1c(=O)c2ccc(C(=O)NCc3ccccc3)cc2n(Cc2ccccc2Cl)c1=O,5.9%,6.0,5.4%,-2.9%,17.3%,11.7,-2.1%,4.6%,i
CCC(c1nnnn1-c1c(C)cccc1C)N1CCN(c2cccc(C(F)(F)F)n2)CC1 (stereo not drawn),1.7%,-13.0,-0.7%,-0.9%,21.1%,-67.9*,0.3%,3.9%,-18.4%
Cc1ccc2c(c1)C1CN(C)CCC1N2S(=O)(=O)c1ccc(C#N)cc1 (stereo not drawn),-4.0%,-6.9,-6.7%,-2.5%,?,?,-7.6%,-14.3%,i
Cc1ccc(Cn2cccc(NC(=O)NCc3ccccc3)c2=O)cc1,-5.0%,12.1,-16.0%,-0.2%,0.0%,11.6,1.3%,?,-12.7%[57.5 µM]
Cc1ccc(-n2ncc3c(=O)n(CC(=O)NC4CCCCC4)cnc32)cc1C,-16.5%,0.7,-2.1%,-4.6%,1.9%,4.5,1.0%,-23.6%,-23.7%
O=c1cc(CSc2nc3ccccc3[nH]2)c2ccccc2[nH]1,-2.4%,-8.8,4.6%,12.0%,0.0%,-10.6,1.7%,12.9%,-6.2%
Cc1cc(C)n(-c2nc3ccccc3nc2Nc2cc(C(=O)O)ccc2C)n1,24.5%,5.2,4.3%,.,4.3%,.,.,?,?
CCOC(=O)CSc1ncnc2c1cnn2-c1ccc(C)cc1,-3.3%,4.7,-6.4%,0.8%,2.5%,-2.7,-6.9%,11.2%,-54.7%[inhibitor][57.5 µM]
O=C(NC(=S)Nc1ccc2[nH]ncc2c1)c1ccccc1,11.2%,1.5,-7.4%,-1.1%,12.9%,-12.7,12.0%,-11.9%,i
CC(C)(C)c1cc(NC(=O)COc2ccc(Br)cc2)n(-c2ccccc2)n1,20µM*,0.8,-14.5%,4.8%,8.91µM*,5.2,-2.8%,?,i
CCCCNC(=S)NNC(=O)C1=NN(c2cc(C)ccc2C)C(=O)CC1,-5.4%,-5.9,0.7%,7.0%,-22.5%,?,-1.6%,3.6%,12.9%
Cc1ccc(N2C(=O)N3[C@H](c4ccc(Cl)cc4)[C@@H]4C(=O)N(C5CCCCC5)C(=O)[C@@H]4[C@]3(Cc3ccccc3)C2=O)cc1,0.0%,-13.6,-2.2%,-2.5%,?,8.6,1.8%,-12.4%,-35.2%[inhibitor]
Cn1nccc1C(=O)NC1CCCc2c1cnn2-c1ccc(C(C)(C)C)cc1 (stereo not drawn),22.1%,11.9,5.0%,9.3%,?,27.8,0.8%,?,-27.2%

# Profiles, quoted from the list.
# Listed for `Cc1ccc2c(c1)C1CN(C)CCC1N2S(=O)(=O)c1ccc(C#N)cc1` (stereo not drawn) : TDP-43 yeast inh: -4.0%; DRD3 agonist: -6.9; GLP1R cytotox: -6.7%; GLP1R ag: -2.5%; GLP1R inv ag: ?; D3 antag: ?; aSyn rescue: -7.6%; KB-V1 cytotox: -14.3%; PTHR1 agonist: i
# Listed for `Cc1ccc(N2C(=O)N3[C@H](c4ccc(Cl)cc4)[C@@H]4C(=O)N(C5CCCCC5)C(=O)[C@@H]4[C@]3(Cc3ccccc3)C2=O)cc1` : TDP-43 yeast inh: 0.0%; DRD3 agonist: -13.6; GLP1R cytotox: -2.2%; GLP1R ag: -2.5%; GLP1R inv ag: ?; D3 antag: 8.6; aSyn rescue: 1.8%; KB-V1 cytotox: -12.4%; PTHR1 agonist: -35.2%[inhibitor]

# New compounds follow:
SMILES,TDP-43 yeast inh,DRD3 agonist,GLP1R cytotox,GLP1R ag,GLP1R inv ag,D3 antag,aSyn rescue,KB-V1 cytotox,PTHR1 agonist
CC(=O)N1CCc2cc(S(=O)(=O)CCC(=O)O)ccc21,-2.0%,4.6,-13.7%,-18.7%,8.7%,-9.0,2.2%,4.4%,i
C=CC[C@@H](CC(=O)N[C@@H](CO)Cc1ccccc1)C(=O)N[C@@H](C)COC(=O)[C@@H](CC=C)Cc1ccc(F)cc1,8.0%,1.5,-5.2%,1.3%,?,-23.0,-2.4%,0.0%,i
CCSC1=NSC2=NC(=O)/C(=C\c3coc4ccccc4c3=O)C(=N)N12,-92.4%[inhibitor],2.9,19.3%,-23.0%,-14.2%,11.7,-64.6%[inhibitor],-2.3%,-30.5%[inhibitor]
CC1CCCCC1NC(=O)CNC(=O)c1ccco1 (stereo not drawn),-29.7%,-15.6,17.5%,-15.3%,1.1%,-11.8,-5.8%,17.9%,i
Cc1nnc(SC(C)C(=O)Nc2ccc(S(=O)(=O)NC3CCCCC3)cc2)s1 (stereo not drawn),-10.1%,11.8,-1.6%,12.1%,1.5%,6.2,3.8%,-24.3%,-14.1%[57.5 µM]
O=C(Cc1ccc(S(=O)(=O)N2CCOCC2)s1)N1CCN(c2cccc(C(F)(F)F)c2)CC1,10.8%,14.1,0.2%,-6.3%,?,18.5,-2.3%,0.0%,-24.8%
CCn1c(SCC(=O)N/N=C(\C)c2ccco2)nnc1-c1ccccc1,4.8%,0.4,4.5%,1.6%,8.7%,-6.9,-4.1%,-4.9%,i
CC(C)Nc1ncnc2c1cnn2Cc1ccc(Cl)cc1,13.3%,3.7,-4.9%,30.2%,-6.9%,20.1,-0.6%,-0.8%,i

# Some of the compounds tested; count on the stated rates, not on these rows.
